GASC1 inh: inhibitors of human demethylase GASC-1 KDM4C | inhibition, % at 12.5 µM | GST-KDM4C 2-372, H3K9me3 peptide, LANCE TR-FRET | Q9H3R0 | 96,000 compounds, 0.15% hits;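 active means mean replicate inhibition above about 25%, with at least 55% of replicates also reaching it, limit read from the data, passing the limit was not always enough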
Target sequence (Q9H3R0 2-372 limits assumed): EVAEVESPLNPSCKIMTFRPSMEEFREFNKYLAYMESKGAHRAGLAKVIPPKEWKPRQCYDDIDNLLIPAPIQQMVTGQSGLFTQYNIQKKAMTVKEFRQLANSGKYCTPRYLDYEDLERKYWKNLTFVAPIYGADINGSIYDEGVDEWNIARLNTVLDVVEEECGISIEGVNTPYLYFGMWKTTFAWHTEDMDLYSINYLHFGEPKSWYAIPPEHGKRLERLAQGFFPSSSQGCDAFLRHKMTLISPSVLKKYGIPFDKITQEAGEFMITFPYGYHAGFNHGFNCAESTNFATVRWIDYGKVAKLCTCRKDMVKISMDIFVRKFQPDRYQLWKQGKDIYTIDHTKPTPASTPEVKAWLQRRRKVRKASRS
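Assay system: GST-GASC-1 enzyme fragment 2-372 | Amount: 10 nM enzyme | Medium: HEPES buffer, pH 7.5, plus ascorbate | Reagent: H3K9me3 peptide substrate, Fe(II), 2-oxoglutarate | Doses: Single-point compound screen | Incubation: 30 min demethylation and 1 h detection at room temperature | Measured by: LANCE TR-FRET, excitation 340 nm, emissions 618 and 671 nm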
Tcruzi prolif: blocks T. cruzi growth in NIH3T3 culture. T. cruzi beta-gal in NIH3T3, GalScreen luminescence, 90 h. inhibition, % at 8.34 µM. 77,000 compounds, 5.9% hits;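 active means mean inhibition above about 93%, with at least 55% of replicates each passing it, limit read from the data, passing the limit was not always enough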
Starred values were filed as active, the others as inactive; . = not tested or not shown.

SMILES | GASC1 inh | Tcruzi prolif
CO[C@@H]1CN(C)C(=O)c2ccc(NC(=O)c3ccccn3)cc2OC[C@@H](C)N(C(=O)C2CCC2)C[C@H]1C | . | 28
CO[C@H]1CN(C)C(=O)c2ccc(NC(C)=O)cc2OC[C@@H](C)N(CC2CCCCC2)C[C@@H]1C | 0.4 | .
CCCNC(=O)Nc1ccc2c(c1)C(=O)N(C)C[C@@H](OC)[C@@H](C)CN(C(=O)C1CC1)[C@@H](C)CO2 | -0.6 | .
C[C@@H]1CCCCO[C@@H](CN(C)C(=O)c2ccccc2)[C@@H](C)CN([C@@H](C)CO)C(=O)c2cc(NC(=O)Nc3ccc4c(c3)OCO4)ccc2O1 | 1.0 | .
CCCN1C[C@H](C)[C@H](OC)CN(C)C(=O)c2cc(NC(=O)C3CC3)ccc2OC[C@@H]1C | -0.7 | .
CO[C@@H]1CN(C)C(=O)c2cc(NC(=O)C3CCOCC3)ccc2OC[C@@H](C)N(CC2CCCCC2)C[C@H]1C | -1.3 | .
COCC(=O)Nc1ccc2c(c1)OC[C@H](C)N(CC1CCCCC1)C[C@@H](C)[C@@H](OC)CN(C)C2=O | 0.0 | .
C[C@@H]1CCCCO[C@@H](CN(C)C(=O)Nc2ccccc2)[C@@H](C)CN([C@@H](C)CO)C(=O)c2cc(NC(=O)Nc3ccccc3)ccc2O1 | -2.1 | .
CO[C@H]1CN(C)C(=O)c2cc(NC(=O)c3ccccc3F)ccc2OC[C@H](C)N(CC2CC2)C[C@H]1C | 0.1 | .
CO[C@@H]1CN(C)C(=O)c2cc(NC(C)=O)ccc2OC[C@@H](C)N(CC2CC2)C[C@H]1C | 0.2 | .
C[C@@H]1CN([C@@H](C)CO)C(=O)c2cc(NC(=O)Nc3ccccc3)ccc2O[C@@H](C)CCCCO[C@@H]1CN(C)C(=O)Nc1ccccc1 | 7.5 | .
CCCN1C[C@@H](C)[C@@H](OC)CN(C)C(=O)c2cc(NC(=O)C3CC3)ccc2OC[C@@H]1C | 6.0 | .
CO[C@@H]1CN(C)C(=O)c2ccc(NC(C)=O)cc2OC[C@H](C)N(CC2CCCCC2)C[C@@H]1C | 0.0 | .
COc1ccc(NC(=O)N(C)C[C@H]2OCCCC[C@H](C)Oc3ccc(NC(=O)C4CCCCC4)cc3C(=O)N([C@H](C)CO)C[C@H]2C)cc1 | 0.2 | .
COCC(=O)Nc1ccc2c(c1)OC[C@H](C)N(CC1CCCCC1)C[C@H](C)[C@@H](OC)CN(C)C2=O | 1.7 | .
C[C@H](CO)N1C[C@H](C)[C@@H](CN(C)C(=O)Nc2ccc(C(F)(F)F)cc2)Oc2c(NC(=O)Nc3cccc4ccccc34)cccc2C1=O | -0.9 | .
C[C@H](CO)N1C[C@H](C)[C@@H](CN(C)Cc2ccc(-c3ccccc3)cc2)Oc2ccc(NC(=O)Nc3cccc4ccccc34)cc2CC1=O | -2.3 | .
CCCN(C)C[C@@H]1OCCCC[C@@H](C)Oc2ccc(NS(=O)(=O)c3ccc(OC)cc3)cc2C(=O)N([C@@H](C)CO)C[C@@H]1C | -0.2 | .
C[C@@H]1CN([C@H](C)CO)C(=O)Cc2cc(NC(=O)Nc3ccccc3)ccc2O[C@@H]1CN(C)Cc1ccc(C(=O)Nc2ccccc2N)cc1 | -3.2 | .
CO[C@H]1CN(C)C(=O)c2ccc(NC(=O)C3CC3)cc2OC[C@@H](C)N(C(=O)NC(C)C)C[C@H]1C | 0.4 | .
CO[C@H]1CN(C)C(=O)c2ccc(NC(=O)C3CCCC3)cc2OC[C@@H](C)N(CC2CC2)C[C@H]1C | -0.5 | .
CO[C@@H]1CN(C)C(=O)c2ccc(NC(=O)C3CC3)cc2OC[C@@H](C)N(CC2CCCC2)C[C@@H]1C | 2.2 | .
C[C@H]1CCCCO[C@@H](CN(C)CC2CCCCC2)[C@@H](C)CN([C@@H](C)CO)C(=O)c2cc(NC(=O)c3ccncc3)ccc2O1 | -1.1 | .
C[C@H]1CN([C@@H](C)CO)C(=O)CCCn2nncc2CO[C@@H]1CN(C)Cc1ccc(C(=O)O)cc1 | 3.4 | .
CO[C@@H]1CN(C)C(=O)c2cc(NC(=O)c3ccccc3F)ccc2OC[C@@H](C)N(CC2CC2)C[C@H]1C | 2.3 | .
CO[C@H]1CN(C)C(=O)c2cc(NC(C)=O)ccc2OC[C@H](C)N(C(=O)C2CCCCC2)C[C@@H]1C | -1.6 | .
C[C@@H]1CN([C@H](C)CO)C(=O)CCCn2cc(nn2)CO[C@H]1CN(C)S(=O)(=O)c1ccc(-n2cccn2)cc1 | -0.3 | .
C[C@H]1CN([C@@H](C)CO)C(=O)c2cccc(NC(=O)C3CC3)c2O[C@H]1CN(C)S(=O)(=O)c1cccs1 | -0.2 | .
C[C@@H]1CCCCO[C@H](CN(C)CC2CC2)[C@H](C)CN([C@@H](C)CO)C(=O)c2cc(NC(=O)C3CCCCC3)ccc2O1 | -1.5 | .
C[C@@H]1CN([C@@H](C)CO)C(=O)c2cc(NS(=O)(=O)c3cccs3)ccc2O[C@H]1CN(C)C(=O)NC1CCCCC1 | -0.8 | .
CCCNC(=O)Nc1ccc2c(c1)OC[C@H](C)N(C(=O)C1CC1)C[C@H](C)[C@H](OC)CN(C)C2=O | -1.1 | .
CO[C@H]1CN(C)C(=O)c2cc(NC(=O)C3CC3)ccc2OC[C@H](C)NC[C@H]1C | -0.5 | .
Cc1ccc(S(=O)(=O)N(C)C[C@@H]2Oc3c(NS(C)(=O)=O)cccc3C(=O)N([C@H](C)CO)C[C@@H]2C)cc1 | 3.4 | .
C[C@H](CO)N1C[C@H](C)[C@H](CN(C)C(=O)Nc2ccc(F)cc2)Oc2c(NC(=O)c3ccc(-c4nccs4)cc3)cccc2C1=O | -1.1 | .
Cc1noc(C)c1NC(=O)N(C)C[C@@H]1OCCCC[C@H](C)Oc2ccc(NC(=O)Nc3ccccc3)cc2C(=O)N([C@@H](C)CO)C[C@H]1C | 15 | .
CO[C@H]1CN(C)C(=O)c2cc(NC(=O)C3CC3)ccc2OC[C@H](C)N(CC2CCOCC2)C[C@H]1C | 1.4 | .
Cc1ccc(S(=O)(=O)Nc2ccc3c(c2)C(=O)N([C@H](C)CO)C[C@H](C)[C@@H](CN(C)C(=O)Nc2ccc4c(c2)OCO4)O3)cc1 | 5.4 | .
CCCN1C[C@H](C)[C@H](OC)CN(C)C(=O)c2cc(NC(=O)C3CC3)ccc2OC[C@H]1C | 1.5 | .
C[C@@H]1CCCCO[C@H](CN(C)S(=O)(=O)c2ccc(F)cc2)[C@H](C)CN([C@H](C)CO)C(=O)c2cc(NS(C)(=O)=O)ccc2O1 | 0.7 | .
CCCN1C[C@H](C)[C@@H](OC)CN(C)C(=O)c2cc(NC(=O)C3CC3)ccc2OC[C@H]1C | 0.4 | .
Cc1noc(C)c1S(=O)(=O)N(C)C[C@H]1Oc2ccc(NC(=O)CCCN(C)C)cc2C(=O)N([C@H](C)CO)C[C@@H]1C | 14 | .
CO[C@@H]1CN(C)C(=O)c2cc(NC(C)=O)ccc2OC[C@H](C)N(CC2CC2)C[C@@H]1C | 0.1 | .
CO[C@@H]1CN(C)C(=O)c2ccc(NC(=O)C3CC3)cc2OC[C@H](C)N(C(=O)NC(C)C)C[C@@H]1C | 0.2 | .
CO[C@@H]1CN(C)C(=O)c2cc(NC(=O)C3CCC3)ccc2OC[C@H](C)N(C(=O)NC(C)C)C[C@@H]1C | -4.2 | .
CO[C@@H]1CN(C)C(=O)c2ccc(NC(C)=O)cc2OC[C@H](C)N(C(=O)C2CC2)C[C@@H]1C | 1.6 | .
CO[C@H]1CN(C)C(=O)c2cc(NC(=O)C3CC3)ccc2OC[C@@H](C)NC[C@H]1C | -0.6 | .
C[C@H](CO)N1C[C@H](C)[C@@H](CN(C)Cc2ccccc2)Oc2c(NC(=O)CCCCCC(=O)Nc3ccccc3N)cccc2C1=O | -0.4 | .
CO[C@@H]1CN(C)C(=O)c2cc(NC(=O)C3CC3)ccc2OC[C@@H](C)N(Cc2nccs2)C[C@H]1C | -0.7 | .
CO[C@H]1CN(C)C(=O)c2ccc(NC(C)=O)cc2OC[C@H](C)N(C(=O)C2CC2)C[C@H]1C | -0.9 | .
CCCNC(=O)Nc1ccc2c(c1)C(=O)N(C)C[C@@H](OC)[C@H](C)CN(C(=O)C1CC1)[C@@H](C)CO2 | -2.3 | .

Additional compounds.
SMILES | GASC1 inh | Tcruzi prolif
CO[C@H]1CN(C)C(=O)c2ccc(NC(=O)C3CC3)cc2OC[C@H](C)N(C(=O)CN(C)C)C[C@@H]1C | 0.7 | .
CO[C@H]1CN(C)C(=O)c2cc(NC(=O)C3CC3)ccc2OC[C@@H](C)N(C(=O)c2ccccc2)C[C@H]1C | 0.0 | .
C[C@@H]1CN([C@@H](C)CO)C(=O)c2cc(NC(=O)Nc3ccc4c(c3)OCO4)ccc2O[C@H]1CN(C)CC1CCCCC1 | 0.4 | .
CO[C@H]1CN(C)C(=O)c2ccc(NS(C)(=O)=O)cc2OC[C@@H](C)N(C(=O)C2CC2)C[C@@H]1C | -1.4 | .
C[C@@H]1CN([C@H](C)CO)C(=O)c2cc(NC(=O)NC3CCCCC3)ccc2O[C@@H]1CN(C)Cc1ccc(C(=O)Nc2ccccc2N)cc1 | 5.7 | .
CO[C@H]1CN(C)C(=O)c2cc(NC(=O)C3CCCC3)ccc2OC[C@@H](C)N(CC2CC2)C[C@@H]1C | 3.3 | .
CO[C@H]1CN(C)C(=O)c2cc(NC(=O)c3ccccc3F)ccc2OC[C@@H](C)N(CC2CC2)C[C@H]1C | 1.8 | .
CCS(=O)(=O)Nc1ccc2c(c1)C(=O)N(C)C[C@H](OC)[C@H](C)CN(C(=O)C1CC1)[C@@H](C)CO2 | 0.7 | .
CO[C@@H]1CN(C)C(=O)c2ccc(NC(C)=O)cc2OC[C@@H](C)N(C(=O)C2CC2)C[C@@H]1C | 2.6 | .
CO[C@H]1CN(C)C(=O)c2ccc(NC(C)=O)cc2OC[C@@H](C)N(C(=O)C2CC2)C[C@@H]1C | 3.9 | .
CO[C@@H]1CN(C)C(=O)c2ccc(NS(C)(=O)=O)cc2OC[C@@H](C)N(C(=O)C2CC2)C[C@H]1C | -0.8 | .
CO[C@@H]1CN(C)C(=O)c2cc(NC(=O)C3CC3)ccc2OC[C@H](C)N(C(C)=O)C[C@@H]1C | 0.6 | .
C[C@@H]1CN([C@@H](C)CO)C(=O)c2cc(NC(=O)Cn3cnnn3)ccc2O[C@H]1CN(C)Cc1ccc2c(c1)OCO2 | -0.1 | .
CCC(=O)Nc1ccc2c(c1)C(=O)N(C)C[C@@H](OC)[C@@H](C)CN(C(=O)C1CC1)[C@H](C)CO2 | 0.2 | .
CO[C@@H]1CN(C)C(=O)c2ccc(NC(=O)c3cccnc3)cc2OC[C@@H](C)N(CC2CCCCC2)C[C@H]1C | 3.5 | .

By substructure: those above containing sulfur (13)
SMILES | GASC1 inh | Tcruzi prolif
CCCN(C)C[C@@H]1OCCCC[C@@H](C)Oc2ccc(NS(=O)(=O)c3ccc(OC)cc3)cc2C(=O)N([C@@H](C)CO)C[C@@H]1C | -0.2 | .
C[C@@H]1CN([C@H](C)CO)C(=O)CCCn2cc(nn2)CO[C@H]1CN(C)S(=O)(=O)c1ccc(-n2cccn2)cc1 | -0.3 | .
C[C@H]1CN([C@@H](C)CO)C(=O)c2cccc(NC(=O)C3CC3)c2O[C@H]1CN(C)S(=O)(=O)c1cccs1 | -0.2 | .
C[C@@H]1CN([C@@H](C)CO)C(=O)c2cc(NS(=O)(=O)c3cccs3)ccc2O[C@H]1CN(C)C(=O)NC1CCCCC1 | -0.8 | .
Cc1ccc(S(=O)(=O)N(C)C[C@@H]2Oc3c(NS(C)(=O)=O)cccc3C(=O)N([C@H](C)CO)C[C@@H]2C)cc1 | 3.4 | .
C[C@H](CO)N1C[C@H](C)[C@H](CN(C)C(=O)Nc2ccc(F)cc2)Oc2c(NC(=O)c3ccc(-c4nccs4)cc3)cccc2C1=O | -1.1 | .
Cc1ccc(S(=O)(=O)Nc2ccc3c(c2)C(=O)N([C@H](C)CO)C[C@H](C)[C@@H](CN(C)C(=O)Nc2ccc4c(c2)OCO4)O3)cc1 | 5.4 | .
C[C@@H]1CCCCO[C@H](CN(C)S(=O)(=O)c2ccc(F)cc2)[C@H](C)CN([C@H](C)CO)C(=O)c2cc(NS(C)(=O)=O)ccc2O1 | 0.7 | .
Cc1noc(C)c1S(=O)(=O)N(C)C[C@H]1Oc2ccc(NC(=O)CCCN(C)C)cc2C(=O)N([C@H](C)CO)C[C@@H]1C | 14 | .
CO[C@@H]1CN(C)C(=O)c2cc(NC(=O)C3CC3)ccc2OC[C@@H](C)N(Cc2nccs2)C[C@H]1C | -0.7 | .
CO[C@H]1CN(C)C(=O)c2ccc(NS(C)(=O)=O)cc2OC[C@@H](C)N(C(=O)C2CC2)C[C@@H]1C | -1.4 | .
CCS(=O)(=O)Nc1ccc2c(c1)C(=O)N(C)C[C@H](OC)[C@H](C)CN(C(=O)C1CC1)[C@@H](C)CO2 | 0.7 | .
CO[C@@H]1CN(C)C(=O)c2ccc(NS(C)(=O)=O)cc2OC[C@@H](C)N(C(=O)C2CC2)C[C@H]1C | -0.8 | .

Whole records, quoted from the list. Order of values: GASC1 inh	Tcruzi prolif
CCC(=O)Nc1ccc2c(c1)C(=O)N(C)C[C@@H](OC)[C@@H](C)CN(C(=O)C1CC1)[C@H](C)CO2 across the screens: 0.2	.
C[C@@H]1CN([C@@H](C)CO)C(=O)c2cc(NC(=O)Cn3cnnn3)ccc2O[C@H]1CN(C)Cc1ccc2c(c1)OCO2 across the screens: -0.1	.

Screening results from PubChem BioAssay.

The list is partial; rates above refer to the full screens.
